# Assay outcomes deposited in PubChem BioAssay by Sanford-Burnham Center for Chemical Genomics.
# mouse EphA4 binding: inhibitors of EphA4 binding to KYL peptide, primary screen, biochemical, colorimetric, mouse EphA4 (AID 689) | Ephrin type-A receptor 4 (Mus musculus) | EphA4-AP binding to KYL peptide, pNPP A405; higher % means a stronger effect | inhibition, % at 10 µM; hits with a dose series show IC50 in µM | hit rate 0.1% among 62,000; in the data active = a potency from the dose series; inactive = the rest, 99 in 100 with inhibition below about 22%
# Numbers without * were called inactive.
SMILES,mouse EphA4 binding
O=C1CSC(=Nc2ccc(O)cc2)N1,-6%
Cc1n[nH]c(C)c1S(=O)(=O)N(CC(=O)NC1CCCC1)c1ccc(C(C)C)cc1,-13%
Cc1cc(=O)oc2cc(OCC(=O)NCc3ccncc3)ccc12,-6%
COc1ccc2nc(SCC(N)=O)cc(C)c2c1,-19%
O=C(COc1ccccc1)Nc1cccc([N+](=O)[O-])c1,-16%
COC(=O)c1c(C)oc2ccc(OCc3ccccc3Cl)cc12,-8%
c1ccc2c3c(cc(N4CCOCC4)c2c1)OC1(N2CCOCC2)CCCCC1O3 (stereo not drawn),21%
COc1ccc(-c2nc3n(n2)C(c2ccncc2)C(C(N)=O)=C(C)N3)cc1 (stereo not drawn),-21%
CCn1nnc(NC(=O)c2cc(Cl)c(OC)c(Cl)c2)n1,0%
Cn1c(SCc2cccc(F)c2)nnc1-c1ccccn1,-14%
Cc1cc(/C=N/NC(=O)Cn2c3ccccc3c(=O)c3ccccc32)c(C)n1-c1ccccc1,-11%
CCC(C)N1C(=O)c2ccccc2C1C(=O)NC1CCCCCC1 (stereo not drawn),-5%
C=CCSc1nnc(-c2c[nH]c3ccccc23)n1CCOC,-4%
COc1ccc(NC(=O)CSc2nnc(-c3ccccc3)n2Cc2ccco2)cc1OC,-10%
CCC(=O)OCCNc1cc(Sc2nc3ccccc3s2)c2nonc2c1[N+](=O)[O-],8%

# Structural class, those above containing a furan ring, fused or not
SMILES,mouse EphA4 binding
COC(=O)c1c(C)oc2ccc(OCc3ccccc3Cl)cc12,-8%
COc1ccc(NC(=O)CSc2nnc(-c3ccccc3)n2Cc2ccco2)cc1OC,-10%

# Going on with the list:
SMILES,mouse EphA4 binding
CC(=O)c1coc2c1cc(O)c1ccccc12,2%
O=C1N(CCCN2C(=O)C3(OCCO3)c3ccccc32)c2ccccc2C12OCCO2,-10%
COc1ccccc1NC(=O)C1=C(C)Nc2nnnn2C1c1ccncc1 (stereo not drawn),-7%
O=C(NCc1nc2ccccc2[nH]1)c1ccc(S(=O)(=O)N2CCOCC2)cc1,-10%
Cc1ccccc1Cn1cc(NC(=O)CSc2nc3c(c(C(F)(F)F)n2)CCc2ccccc2-3)cn1,-3%
CC(C)C(=O)c1cc2c(cc1NC(=O)c1ccccc1)OCCO2,-8%
O=C(CCN1CCN(CC(=O)Nc2ccccc2Cl)CC1)Nc1ccccc1F,1%
CCOc1ccccc1NC(=O)C(=O)NCc1cccnc1,-14%
O=C(COc1ccc(Cl)cc1)NCc1nnc(SCC(=O)Nc2ccccc2)o1,-1%
O=C(c1ccc(Cl)c(Cl)c1)N1CCN(c2ccc([N+](=O)[O-])c(N3CCOCC3)c2)CC1,-7%
O=C(Nc1cccc(Cl)c1N1CCCC1)c1cccc(-c2cc3ccccc3oc2=O)c1,3%
CSCCC1NC(=O)NC1=O (stereo not drawn),-9%
Cc1ccc(-c2noc(-c3ccccc3Br)n2)cc1,-2%
Cc1oc(-c2ccccc2F)nc1CS(=O)(=O)CC(=O)N1CCN(c2ccccc2)CC1,-3%
CSCCNC(C)=O,2%
N#Cc1nc(-c2ccc(OCc3ccc(Cl)cc3)cc2)oc1NCc1cccnc1,-9%
NC(=O)COc1ccc(/C=C2\C(=O)NC(=O)N(Cc3ccccc3)C2=O)cc1,5%
COC(=O)c1nnn(-c2nonc2N)c1CSc1nc2ccccc2o1,-10%
CCOC(=O)N1CCN(c2c(-c3ccccc3)c3cc(Cl)ccc3[nH]c2=O)CC1,-22%
COc1ccc(CNC(=O)c2csc(Cc3ccc(Cl)cc3)n2)cc1,-16%
COc1ccc(CNC(N)=O)cc1OC,-6%
O=C(Nc1ccc(Cl)cc1)N1CCSc2ccccc21,15%
COc1cccc(CSc2nnc(-c3ccco3)n2C)c1,16%
COC(=O)c1ccccc1NC(=S)NC(=O)/C=C/c1ccccc1,-2%
Cc1ccc(C(=O)CCC2CCCCC2=O)cc1 (stereo not drawn),6%
COc1ccc(CCC(=O)Nc2ccc(Br)cn2)cc1,2%
CCC(C)NCC(O)Cn1c2ccc(Cl)cc2c2cc(Cl)ccc21 (stereo not drawn),-16%
CN(C)c1ccc(C(=S)N2CCN(c3cccc(Cl)c3)CC2)cc1,6%
Cn1cc(/C=C2/SC(=O)N(CC(=O)Nc3ccc4c(c3)OCO4)C2=O)c2ccccc21,-15%
Cn1c(=O)c2cc(S(=O)(=O)NC(C(=O)Nc3cccnc3)c3ccccc3)ccc2n(C)c1=O (stereo not drawn),1%

# A draw from above in order of molar mass, descending:
SMILES,mouse EphA4 binding
NC(=O)COc1ccc(/C=C2\C(=O)NC(=O)N(Cc3ccccc3)C2=O)cc1,5%
CCC(C)NCC(O)Cn1c2ccc(Cl)cc2c2cc(Cl)ccc21 (stereo not drawn),-16%
COc1ccc(CCC(=O)Nc2ccc(Br)cn2)cc1,2%
Cc1ccc(C(=O)CCC2CCCCC2=O)cc1 (stereo not drawn),6%
COc1ccc(CNC(N)=O)cc1OC,-6%

# Additional compounds:
SMILES,mouse EphA4 binding
O=C1CCc2cc(S(=O)(=O)N3CCN(c4cccc(C(F)(F)F)c4)CC3)ccc2N1,-14%
O=C(CSc1nc2ccccc2o1)N1CCCC1,-21%
O=C(O)c1ccc(OCc2ccoc2C(=O)O)cc1,3%
CC1CC(c2ccccc2)n2nc(N3C(=O)c4ccccc4C3=O)nc2N1 (stereo not drawn),-16%
O=c1c2ccccc2nnn1CSc1nc2ccccc2c(=O)n1Cc1ccco1,-14%
Cc1[nH]nc2c1C(c1ccc(-c3ccccc3C#N)o1)C(C#N)=C(N)O2 (stereo not drawn),-20%
Cc1ccccc1CS(=O)(=O)Cc1ccc(C(=O)NCc2ccco2)o1,-13%
CN(C)CCCNC(=O)/C=C/c1ccc(Cl)cc1,-1%
O=C(CSc1ccccc1)NCc1cccnc1,-6%
N#Cc1c2n(c3c(-c4ccccc4)ncnc13)CCC2,-4%
Cc1c(NC(=O)C23CC4CC(CC(C)(C4)C2)C3)c(=O)n(-c2ccccc2)n1C,-26%
O=C(NC(=C(Cl)Cl)S(=O)(=O)c1ccc(Cl)cc1)c1ccccc1,-10%
Cc1cc2ccccc2n2c(SCC(=O)N3CCN(C(=O)c4ccco4)CC3)nnc12,-7%
C=CCn1c(NCc2ccccc2)nc2ccccc21,-11%
COc1cccc(OCCOc2ccc(/C=C3/SC(=S)N(c4ccccc4)C3=O)cc2)c1,6%
Cc1noc(C)c1CN1C(=O)NC2(CCCCCCC2)C1=O,0%
COc1ccc(C2c3c(oc4ccc(Cl)cc4c3=O)C(=O)N2Cc2ccco2)cc1OC (stereo not drawn),-4%
CCOC(=O)CCc1c(C)c(C#N)c2nc3ccccc3n2c1-n1cnc2ccccc21,-13%
Cc1ccc2c(c1)N(CC(=O)NCc1cccs1)C(=O)CO2,-8%
Cc1ccc(-c2noc(CSc3nnnn3C3CCCCC3)n2)cc1,1%
O=C(CCCSc1nc2ccccc2[nH]1)NCc1ccco1,3%
C=CCNc1nnc(SC2CC(=O)N(c3ccc(OCCC)cc3)C2=O)s1 (stereo not drawn),6%
Cc1cc(C)cc(NC(=O)C2CCCC2)c1,-6%
O=C(Nc1ccccc1Cl)N1CCn2c(nc3ccccc32)C1,-7%
Nc1cccc(C(=O)Nc2ccccc2Cl)c1,5%
CCN(CC)CCNC(=O)Cc1c(C(=O)O)n(C)c2ccccc12,-8%
COCCNCCOc1ccccc1-c1ccccc1,-6%
NC(=O)/C(=N\O)c1ccccc1,-13%
Cc1cc(C)c(NC(=O)c2ccccc2Br)c(C)c1,-10%
CC(C)C(=O)Nc1cccc(-c2cnc3ccccc3n2)c1,-4%
CCc1ccc(NC(=O)N(C2CCC(C)CC2)C2CCN(C(C)=O)CC2)cc1 (stereo not drawn),1%
C=CCn1c(SCc2csc(C)n2)nc2sc3c(c2c1=O)CCCC3,10%
CN(CC(=O)N1CCc2ccccc21)S(=O)(=O)c1ccc(Br)s1,13%
O=c1[nH]c2ccsc2c(=O)n1-c1ccc(F)c(Cl)c1,-15%
O=C(NCc1cccs1)c1ccc(CS(=O)(=O)c2ccc(Cl)cc2)o1,-3%
O=C(Nc1ccc2c(c1)OCCO2)c1cc(-c2ccccc2)nc2ccccc12,-10%
COc1cccc(-n2c(COc3ccc(C)cc3)nnc2SCC(=O)O)c1,4%
Nc1nc(SCC(=O)N2CCCc3ccccc32)n(-c2ccccc2)n1,-2%
CCOC(=O)C1=C(C)NC(C)=C(C(=O)OCC)C1C(=O)OCC(=O)N1CCC(C)CC1,-20%
O=C(Nc1ccc2c(c1)Cc1ccccc1-2)c1cc2ccccc2o1,14%
CCOc1ccc(N2CC(C(=O)Nc3ncccc3C)CC2=O)cc1 (stereo not drawn),-7%
O=C(NCCCn1ccnc1)c1cc(S(=O)(=O)N2CCOCC2)c(Cl)cc1Cl,-6%
CCCCc1nc2ccccc2c(=O)n1NC(=O)c1c(O)c2cccc3c2n(c1=O)CC3,1%
Nc1cccc(Cl)c1N1CCOCC1,-8%
O=C(NCc1cn2ccccc2n1)c1ccc2c(c1)OCO2,-7%
N#Cc1c2c(c(-n3cnc4ccccc43)n3c1nc1ccccc13)CCC2,1%
O=C(NCc1ccco1)C(c1ccccc1)N(Cc1cccnc1)C(=O)Cn1nnc2ccccc21 (stereo not drawn),-2%
COc1cc(OC)c(OC)cc1C=NCC1(c2ccccc2)CCCC1,1%
Cc1cc(=O)[nH]c(SCCOc2ccc(C)c(C)c2)n1,-1%
COc1ccc(N2C(=O)NC(=O)/C(=C/c3cc(Br)c(OC)c(OC)c3)C2=O)cc1,6%
CNc1c([N+](=O)[O-])cnn1-c1ccc(Cl)cc1Cl,3%
COC(=O)/C(=C\C(=O)c1ccccc1)Nc1cccc(C(F)(F)F)c1,-6%
CSc1ccccc1NC(=O)Nc1ccc(F)c(Cl)c1,-12%
CCn1cc(CNC(=O)c2cc(Cl)ccc2OC)c(C)n1,-5%
COC(=O)C1=C(C)NC2=C(C(=O)CC(C)(C)C2)C1c1cccc(C)n1 (stereo not drawn),-8%
CCCN1C(=O)/C(=C/c2ccc(N3CCCC3)c(C)c2)NC1=S,35%
COC(=O)c1ccc(NC(=O)C2CCN(C(=O)c3cc(OC)c(OC)c(OC)c3)CC2)cc1,-7%
CC1CCc2sc(C(=O)NCc3ccc(F)cc3)cc2C1 (stereo not drawn),-5%
CC(C)CCn1c(SCc2ccc(Cl)cc2)nc2c1c(=O)[nH]c(=O)n2C,-8%
COn1c(=O)c(-c2cccs2)[n+]([O-])c2ccccc21,-1%

# Shown as tab-separated lines: entries from further up.
Structure	mouse EphA4 binding
COc1cc(OC)c(OC)cc1C=NCC1(c2ccccc2)CCCC1	1%
Cc1cc(=O)[nH]c(SCCOc2ccc(C)c(C)c2)n1	-1%
COc1ccc(N2C(=O)NC(=O)/C(=C/c3cc(Br)c(OC)c(OC)c3)C2=O)cc1	6%
CNc1c([N+](=O)[O-])cnn1-c1ccc(Cl)cc1Cl	3%
COC(=O)/C(=C\C(=O)c1ccccc1)Nc1cccc(C(F)(F)F)c1	-6%
CSc1ccccc1NC(=O)Nc1ccc(F)c(Cl)c1	-12%
CCn1cc(CNC(=O)c2cc(Cl)ccc2OC)c(C)n1	-5%

# Going on with the list.
SMILES,mouse EphA4 binding
CCOc1ncccc1C(=O)Nc1ccccc1C(=O)NCc1ccc2c(c1)OCO2,-5%
O=C(Nc1c(C(=O)O)oc2ccc(Br)cc12)c1ccccc1,-4%
O=C(CCC1CCCC1)N1CCN(S(=O)(=O)Cc2ccccc2)CC1,7%
CCNC(=S)NNC(=O)c1cc(-c2ccccc2C)nc2ccccc12,1%
N#CC1=C2SCN(c3ccccc3)CN2C(=O)CC1c1cccs1 (stereo not drawn),13%
CCOC(=O)c1cc(-c2cccnc2)nn1-c1ccccn1,4%
COC(=O)C1=C(C)NC(=O)NC1c1sccc1C (stereo not drawn),-16%
NC(=O)c1ccccc1NC(=O)N1CCOCC1,-2%
O=C(Cc1coc2ccc3ccccc3c12)N1CCc2ccccc21,-5%
COc1ccc(NC(=O)CC2Oc3ccc(C)cc3NC2=O)cc1 (stereo not drawn),-9%
Cc1c(NC(=O)c2cc(=O)[nH]c(=O)[nH]2)c(=O)n(-c2ccccc2)n1C,-17%
Cc1cccc(C(=O)NC(NCCc2ccccc2)C(Cl)(Cl)Cl)c1 (stereo not drawn),1%
O=C(Nc1ccccc1-c1ccccc1)C12CC3CC(CC(C3)C1)C2,-16%
CCOC(=O)CSc1ncnc2c1cnn2-c1ccc(Cl)cc1,-7%
CCOc1ccc(Cn2nnc(C(=O)NCCc3ccccc3)c2N)cc1,-2%
N/C(=N\OC(=O)C(c1ccccc1)c1ccccc1)c1ccccn1,13%
O=C(COC(=O)c1ccc(N2CCCC2=O)cc1)NCc1ccco1,-1%
COC(=O)c1ccc(CSc2nnnn2C)o1,7%
CCCCN=c1sc(C(=O)OC)cc(=O)n1CCCC,8%
O=C(NCCC12CC3CC(CC(C3)C1)C2)Nc1ccccc1,-1%
CCOC(=O)c1sc(NC(=O)c2cncc(Br)c2)nc1C,8%
CCOC(=O)CSc1nc2ccccc2c(=O)n1NC(=O)c1ccccc1,-2%
O=C(c1ccccn1)N(CC1CCCO1)C1(C(=O)NC2CCCCC2)CCCCC1 (stereo not drawn),4%
Nc1nc(COc2ccccc2)cs1,3%
COC(=O)c1nc(NC2=NCCCCC2)n[nH]1,-11%
CCCCCC(=O)N1CCN(CCN=CC2=C(O)CC(c3ccco3)CC2=O)CC1 (stereo not drawn),-6%
CCOC(=O)c1cc2c(ccn2C)n1CC(=O)N1CCN(c2cccc(C(F)(F)F)c2)CC1,-6%
CC1=Nc2ncnn2C(c2ccccc2)/C1=N\O (stereo not drawn),-17%
O=C1c2nc3ccccn3c2C(=O)N1Cc1ccccc1,7%
CCCC(=O)NNC(=O)CCC(=O)NCc1ccccc1,12%
Cc1oc(-c2ccccc2F)nc1CS(=O)(=O)CC(=O)NCCCN(C)C1CCCCC1,-4%
CSc1ccc(Cl)c(C(=O)OCC(=O)NC2CC2)c1,0%
CC1CCC/C(=C\Nc2ccc3c(c2)OCO3)C1=O (stereo not drawn),-7%
COc1ccc(-c2csc(Nc3ccc4c(c3)OCO4)n2)cc1F,5%
Cc1ccc(NC(=O)c2ccccc2)cc1,-12%

# Some of the compounds tested, so the mix of outcomes need not match the whole.
